Bioassay records deposited in PubChem BioAssay by Broad Institute.
BioA inh: inhibitors of Mycobacterium tuberculosis BioA enzyme | purified M. tuberculosis BioA enzyme, plate reader | inhibition, % at 9.99 µM | hit rate 0.096% among 360,000; in the data active = inhibition above about 40%
TcdB GH inh: TcdB glycohydrolase inhibition | P18177 | TcdB glycohydrolase enzymatic assay, plate reader | inhibition, % at 9.99 µM | hit rate 0.24% among 350,000 | AID 652162; in the data active = inhibition above about 10%
Target sequence (P18177 whole entry, looked up): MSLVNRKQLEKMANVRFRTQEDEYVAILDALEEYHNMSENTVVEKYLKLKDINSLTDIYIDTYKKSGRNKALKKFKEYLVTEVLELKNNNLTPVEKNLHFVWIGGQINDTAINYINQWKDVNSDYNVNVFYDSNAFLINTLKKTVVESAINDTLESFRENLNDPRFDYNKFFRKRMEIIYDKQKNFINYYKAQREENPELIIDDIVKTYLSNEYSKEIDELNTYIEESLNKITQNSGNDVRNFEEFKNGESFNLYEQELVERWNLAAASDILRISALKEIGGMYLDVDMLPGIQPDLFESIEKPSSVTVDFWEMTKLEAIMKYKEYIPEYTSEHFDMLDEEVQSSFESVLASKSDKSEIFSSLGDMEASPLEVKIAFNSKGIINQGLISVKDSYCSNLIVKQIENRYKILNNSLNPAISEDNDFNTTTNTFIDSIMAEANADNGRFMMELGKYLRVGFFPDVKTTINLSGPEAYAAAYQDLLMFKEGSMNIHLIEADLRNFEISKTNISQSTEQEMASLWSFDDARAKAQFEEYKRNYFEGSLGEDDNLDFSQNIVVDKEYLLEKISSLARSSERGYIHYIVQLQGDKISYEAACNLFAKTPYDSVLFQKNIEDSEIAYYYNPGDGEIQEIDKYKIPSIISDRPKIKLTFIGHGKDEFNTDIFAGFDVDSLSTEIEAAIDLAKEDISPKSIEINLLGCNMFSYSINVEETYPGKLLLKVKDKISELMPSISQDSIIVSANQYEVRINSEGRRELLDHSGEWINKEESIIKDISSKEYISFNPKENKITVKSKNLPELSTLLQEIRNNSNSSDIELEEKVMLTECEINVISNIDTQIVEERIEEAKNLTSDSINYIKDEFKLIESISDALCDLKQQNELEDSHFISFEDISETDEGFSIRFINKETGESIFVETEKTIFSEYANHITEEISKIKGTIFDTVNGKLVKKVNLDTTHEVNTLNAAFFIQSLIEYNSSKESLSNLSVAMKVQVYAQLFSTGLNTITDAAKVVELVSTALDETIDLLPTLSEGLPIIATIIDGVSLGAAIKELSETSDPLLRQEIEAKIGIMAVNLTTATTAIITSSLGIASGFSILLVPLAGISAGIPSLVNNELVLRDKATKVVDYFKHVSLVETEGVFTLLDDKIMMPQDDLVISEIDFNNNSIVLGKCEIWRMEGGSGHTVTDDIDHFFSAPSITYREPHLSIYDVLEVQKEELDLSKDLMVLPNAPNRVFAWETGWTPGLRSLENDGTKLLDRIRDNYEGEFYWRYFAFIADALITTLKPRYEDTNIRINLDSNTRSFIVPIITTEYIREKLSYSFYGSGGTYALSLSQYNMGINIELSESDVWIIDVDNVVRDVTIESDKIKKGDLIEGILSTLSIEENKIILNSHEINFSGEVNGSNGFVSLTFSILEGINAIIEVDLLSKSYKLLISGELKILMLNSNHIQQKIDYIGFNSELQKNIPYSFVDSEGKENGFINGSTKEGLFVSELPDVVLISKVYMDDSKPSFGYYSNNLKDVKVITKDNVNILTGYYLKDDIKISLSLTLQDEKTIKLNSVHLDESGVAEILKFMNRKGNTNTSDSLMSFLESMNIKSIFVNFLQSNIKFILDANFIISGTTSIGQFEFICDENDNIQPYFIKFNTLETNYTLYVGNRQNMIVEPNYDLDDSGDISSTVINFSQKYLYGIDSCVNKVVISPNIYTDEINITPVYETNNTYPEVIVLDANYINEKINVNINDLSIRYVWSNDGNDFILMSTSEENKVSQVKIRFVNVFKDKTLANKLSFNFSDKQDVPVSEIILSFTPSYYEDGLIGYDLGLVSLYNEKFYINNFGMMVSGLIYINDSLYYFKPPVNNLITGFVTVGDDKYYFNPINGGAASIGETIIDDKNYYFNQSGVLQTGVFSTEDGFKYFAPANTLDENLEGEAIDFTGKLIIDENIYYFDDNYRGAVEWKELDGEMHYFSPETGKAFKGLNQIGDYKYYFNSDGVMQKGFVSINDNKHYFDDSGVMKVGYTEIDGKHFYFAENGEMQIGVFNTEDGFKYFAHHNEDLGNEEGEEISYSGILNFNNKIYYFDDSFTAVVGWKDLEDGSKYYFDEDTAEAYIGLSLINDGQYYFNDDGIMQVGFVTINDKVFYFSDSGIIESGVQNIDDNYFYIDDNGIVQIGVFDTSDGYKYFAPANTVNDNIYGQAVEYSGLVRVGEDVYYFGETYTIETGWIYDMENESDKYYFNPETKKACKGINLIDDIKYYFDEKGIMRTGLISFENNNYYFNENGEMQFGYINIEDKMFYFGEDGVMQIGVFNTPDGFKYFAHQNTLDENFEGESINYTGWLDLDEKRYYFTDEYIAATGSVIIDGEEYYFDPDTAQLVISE
* = called active by the depositor. These rows are one share of the data. The share of hits here may be higher or lower than overall.

`CCS(=O)(=O)N[C@H]1CC[C@H](CC(=O)NCc2ccc(F)cc2)O[C@H]1CO` gave BioA inh -2.9 and TcdB GH inh -0.7.
For Cc1noc(C)c1S(=O)(=O)Nc1ccc2c(c1)C(=O)N([C@H](C)CO)C[C@@H](C)[C@H](CN(C)C(=O)NC1CCCCC1)O2 the results were BioA inh -1.0 and TcdB GH inh -3.1.
Screening C[C@@H]1CCCCO[C@H](CN(C)C(=O)NC2CCCCC2)[C@H](C)CN([C@@H](C)CO)C(=O)c2cc(NS(=O)(=O)c3cccs3)ccc2O1 returned BioA inh -1.4 and TcdB GH inh 0.6.
Screening Cc1ccc(S(=O)(=O)N(C)C[C@@H]2Oc3ccc(NC(=O)CCN4CCOCC4)cc3C(=O)N([C@@H](C)CO)C[C@@H]2C)cc1 returned BioA inh 1.6 and TcdB GH inh 0.7.
For C[C@@H]1CCCCO[C@@H](CN(C)C(=O)C2CCCCC2)[C@H](C)CN([C@H](C)CO)C(=O)c2cc(NC(=O)c3ccccc3)ccc2O1 the results were BioA inh -1.5 and TcdB GH inh -0.2.
Screening CC(C)NC(=O)N1CCCCN2[C@H](CO)[C@H](c3ccc(Br)cc3)[C@H]2C1 returned BioA inh 3.4 and TcdB GH inh 0.1.
For O=C(CN1CCOCC1)NCC[C@@H]1CC[C@H](NS(=O)(=O)c2ccc(Cl)cc2)[C@@H](CO)O1 the results were BioA inh -1.0 and TcdB GH inh -0.1.
Screening O=C([C@H]1[C@H](CO)[C@H]2Cn3c(cccc3=O)[C@H]2N1Cc1cc(F)ccc1F)N1CCOCC1 returned BioA inh 1.3 and TcdB GH inh 0.7.
Screening O=S(=O)(N[C@@H]1CC[C@H](CCn2cc(-c3cccc(F)c3)nn2)O[C@@H]1CO)c1ccccc1 returned BioA inh 6.0 and TcdB GH inh -0.5.
`O=C(C[C@@H]1C=C[C@H](NC(=O)CN2CCOCC2)[C@H](CO)O1)NC1CCCCC1` gave BioA inh -0.8 and TcdB GH inh -1.3.
`COc1ccccc1C#Cc1ccc2c(c1)O[C@H](CN(C)Cc1ccccc1)[C@@H](C)CN([C@H](C)CO)S2(=O)=O` gave BioA inh -1.7 and TcdB GH inh -1.1.
For CN(C)C(=O)C[C@H]1C[C@H]2c3cc(NC(=O)c4cccnc4)ccc3O[C@H]2[C@H](CO)O1 the results were BioA inh 19 and TcdB GH inh 0.5.
`CCCC(=O)Nc1ccc2c(c1)C(=O)N(C)C[C@H](OC)[C@H](C)CN(C(=O)CC1CC1)[C@H](C)CO2` gave BioA inh -1.3 and TcdB GH inh -0.5.
`Cc1noc(C)c1NC(=O)Nc1cccc2c1O[C@@H](CN(C)Cc1ccc(Oc3ccccc3)cc1)[C@@H](C)CN([C@@H](C)CO)C2=O` gave BioA inh 4.3 and TcdB GH inh -0.1.
Screening C[C@H](CO)N1C[C@H](C)[C@H](CN(C)Cc2ccc3c(c2)OCO3)OCCCC[C@H](C)Oc2ccc(NC(=O)CCC(F)(F)F)cc2C1=O returned BioA inh -0.6 and TcdB GH inh 0.4.
C[C@@H]1CN([C@@H](C)CO)C(=O)c2cccc(NC(=O)C3CC3)c2O[C@H]1CN(C)Cc1ccc(Cl)c(Cl)c1 was read as BioA inh 3.6 and TcdB GH inh 2.1.
For C[C@@H]1CN([C@H](C)CO)S(=O)(=O)c2ccc(-c3ccc(C(=O)N(C)C)cc3)cc2O[C@H]1CN(C)C the results were BioA inh 1.6 and TcdB GH inh -0.5.
For CO[C@@H]1CN(C)C(=O)c2cc(NC(=O)c3cnccn3)ccc2OC[C@@H](C)N(C(C)=O)C[C@@H]1C the results were BioA inh 4.4 and TcdB GH inh -0.4.
For CCC(=O)Nc1ccc2c(c1)C(=O)N(C)C[C@@H](OC)[C@H](C)CN(Cc1cc(-c3ccccc3)on1)[C@H](C)CO2 the results were BioA inh 3.6 and TcdB GH inh -1.0.
C[C@@H]1CCCCO[C@@H](CN(C)C(=O)Cc2ccccc2)[C@@H](C)CN([C@H](C)CO)C(=O)c2cc(NC(=O)Nc3ccccc3)ccc2O1 was read as BioA inh -0.6 and TcdB GH inh -0.2.
`CCCNC(=O)C[C@H]1CC[C@@H]2[C@H](COc3ccc(NC(=O)c4cc(C)on4)cc3C(=O)N2C)O1` gave BioA inh 2.2 and TcdB GH inh 0.9.
For C[C@H](CO)N1C[C@H](C)[C@H](CN(C)S(=O)(=O)c2cccs2)Oc2c(NS(=O)(=O)c3cn(C)cn3)cccc2C1=O the results were BioA inh -0.8 and TcdB GH inh -0.8.
Screening C[C@@H]1CN([C@@H](C)CO)C(=O)CCCn2nncc2CO[C@@H]1CN(C)C(=O)Nc1ccc(F)cc1 returned BioA inh 0.4 and TcdB GH inh 1.3.
`CN1CCN(C(=O)C[C@H]2C[C@H]3c4cc(NC(=O)Nc5ccc(F)cc5)ccc4O[C@H]3[C@@H](CO)O2)CC1` gave BioA inh 0.0 and TcdB GH inh 0.1.
`CCC(=O)N1C[C@H](C)[C@H](OC)CN(C)C(=O)c2ccc(NC(=O)COC)cc2OC[C@@H]1C` gave BioA inh -0.2 and TcdB GH inh -0.9.
Screening C[C@@H]1CN([C@@H](C)CO)C(=O)Cc2cc(NS(C)(=O)=O)ccc2O[C@H]1CN(C)CC1CC1 returned BioA inh -1.7 and TcdB GH inh 0.9.
COc1ccc(-c2ccc3c(c2)[C@@H]2[C@@H](CCN2C(=O)c2ccncc2)[C@@H](CO)N3C)cc1 was read as BioA inh 2.7 and TcdB GH inh 0.5.
For CN1C(=O)c2cc(NC(=O)C3CCCCC3)ccc2OC[C@@H]2O[C@@H](CC(=O)NCCc3ccncc3)CC[C@@H]21 the results were BioA inh -0.9 and TcdB GH inh -0.2.
CO[C@@H]1CN(C)C(=O)c2ccc(NC(=O)NC(C)C)cc2OC[C@@H](C)N(C(=O)CN(C)C)C[C@@H]1C was read as BioA inh -1.2 and TcdB GH inh 2.2.
CC=Cc1ccc2n(c1=O)C[C@@H]1[C@@H](CO)[C@H](C(=O)NCc3ccc(F)cc3)[C@H]2N1C (mixture of isomers) was read as BioA inh -2.9 and TcdB GH inh 0.2.
Screening C[C@@H]1CN([C@@H](C)CO)C(=O)Cc2cc(NC(=O)Cc3cn(C)c4ccccc34)ccc2O[C@H]1CN(C)S(=O)(=O)c1ccccc1 returned BioA inh 4.0 and TcdB GH inh 1.0.
Screening O=C(Nc1ccccc1F)N[C@H]1CC[C@H](CC(=O)N2CCCCC2)O[C@H]1CO returned BioA inh -4.9 and TcdB GH inh -0.1.
Screening COc1ccccc1S(=O)(=O)N[C@@H]1CC[C@@H](CCNC(=O)C2CCC2)O[C@@H]1CO returned BioA inh -1.9 and TcdB GH inh -1.3.
`CO[C@@H]1CN(C)C(=O)c2cc(NS(C)(=O)=O)ccc2OC[C@@H](C)N(C(=O)C2CCCCC2)C[C@@H]1C` gave BioA inh -3.2 and TcdB GH inh 0.2.
`C[C@@H]1CN([C@@H](C)CO)C(=O)c2cc(C#CCc3ccccc3)cnc2O[C@@H]1CN(C)C(=O)Cc1cccnc1` gave BioA inh 5.2 and TcdB GH inh 0.8.
For O=C(Nc1ccccc1)N1CCCCN2[C@H](CO)[C@H](c3ccc(Br)cc3)[C@H]2C1 the results were BioA inh 1.1 and TcdB GH inh 0.4.
Screening C[C@@H]1CN([C@@H](C)CO)C(=O)c2cccc(NC(=O)c3nc4ccccc4s3)c2O[C@H]1CN(C)Cc1ccc(C(=O)O)cc1 returned BioA inh 0.2 and TcdB GH inh 0.6.
For C[C@H]1CN([C@@H](C)CO)C(=O)c2cc(Br)cnc2O[C@H]1CN(C)Cc1cccc(F)c1 the results were BioA inh 0.7 and TcdB GH inh 0.5.
CO[C@H]1CN(C)C(=O)c2ccc(NS(=O)(=O)c3ccccc3)cc2OC[C@@H](C)N(C)C[C@H]1C was read as BioA inh 1.0 and TcdB GH inh 0.8.
`COc1cccc(-c2ccc3n(c2=O)C[C@H]2[C@H](CO)[C@@H](C(=O)NC4CCCC4)[C@@H]3N2C)c1` gave BioA inh -0.3 and TcdB GH inh -0.1.

Looked up one by one from above, 5 records:
COc1ccc(-c2ccc3c(c2)[C@@H]2[C@@H](CCN2C(=O)c2ccncc2)[C@@H](CO)N3C)cc1 was read as BioA inh 2.7 and TcdB GH inh 0.5.
For C[C@H](CO)N1C[C@H](C)[C@H](CN(C)S(=O)(=O)c2cccs2)Oc2c(NS(=O)(=O)c3cn(C)cn3)cccc2C1=O the results were BioA inh -0.8 and TcdB GH inh -0.8.
Screening C[C@@H]1CN([C@@H](C)CO)C(=O)CCCn2nncc2CO[C@@H]1CN(C)C(=O)Nc1ccc(F)cc1 returned BioA inh 0.4 and TcdB GH inh 1.3.
CO[C@H]1CN(C)C(=O)c2ccc(NS(=O)(=O)c3ccccc3)cc2OC[C@@H](C)N(C)C[C@H]1C was read as BioA inh 1.0 and TcdB GH inh 0.8.
Screening C[C@@H]1CN([C@@H](C)CO)C(=O)c2cccc(NC(=O)c3nc4ccccc4s3)c2O[C@H]1CN(C)Cc1ccc(C(=O)O)cc1 returned BioA inh 0.2 and TcdB GH inh 0.6.

(further entries)
`C/C=C/c1ccc([C@@H]2[C@H](CO)N(C(=O)CC)[C@H]2CNC(=O)C2CC2)cc1` gave BioA inh -1.3 and TcdB GH inh -1.6.
For CC(C)NC(=O)N(C)C[C@@H]1Oc2c(NC(=O)Nc3ccc(C(F)(F)F)cc3)cccc2C(=O)N([C@H](C)CO)C[C@H]1C the results were BioA inh 0.4 and TcdB GH inh 2.0.
For C[C@H](CO)N1C[C@H](C)[C@@H](CN(C)CC2CCCCC2)Oc2ccc(NC(=O)Cn3cnnn3)cc2CC1=O the results were BioA inh 4.1 and TcdB GH inh 0.6.
CN(C)CCCNC(=O)C[C@H]1CC[C@@H]2[C@@H](COc3ccc(NC(=O)c4ccc5c(c4)OCO5)cc3C(=O)N2C)O1 was read as BioA inh 2.8 and TcdB GH inh 11*.
`C[C@H](CO)N1C[C@H](C)[C@@H](CN(C)S(=O)(=O)c2ccc(Cl)cc2)OCCCC[C@H](C)Oc2ccc(NC(=O)CCCN(C)C)cc2C1=O` gave BioA inh 2.2 and TcdB GH inh 1.5.
`C[C@H]1CN([C@@H](C)CO)S(=O)(=O)c2ccc(-c3cccc(F)c3)cc2O[C@H]1CN(C)C(=O)c1cccc(F)c1` gave BioA inh 4.6 and TcdB GH inh 1.4.
`CCN1[C@@H]2c3ccc(-c4ccccc4F)c(=O)n3C[C@H]1[C@H](CO)[C@H]2C(=O)N1CCCCC1` gave BioA inh -2.0 and TcdB GH inh 0.9.
Cc1noc(C)c1NC(=O)Nc1ccc2c(c1)C(=O)N([C@@H](C)CO)C[C@@H](C)[C@@H](CN(C)C(=O)Nc1ccc(C(F)(F)F)cc1)OCCCC[C@@H](C)O2 was read as BioA inh -3.1 and TcdB GH inh -0.8.
For O=C(C[C@@H]1C[C@@H]2c3cc(NC(=O)c4ccc5c(c4)OCO5)ccc3O[C@@H]2[C@@H](CO)O1)NCc1ccc(Cl)cc1 the results were BioA inh -1.6 and TcdB GH inh 1.5.
Screening C/C=C/c1ccc2c(c1)O[C@@H](CN(C)C(=O)Nc1cccc(F)c1)[C@H](C)CN([C@@H](C)CO)S2(=O)=O returned BioA inh 9.5 and TcdB GH inh 0.0.
For Cc1noc(C)c1NC(=O)Nc1ccc2c(c1)C(=O)N([C@H](C)CO)C[C@@H](C)[C@@H](CN(C)Cc1ccc(C(F)(F)F)cc1)OCCCC[C@@H](C)O2 the results were BioA inh -0.2 and TcdB GH inh -1.2.
For O=C(NCC[C@@H]1CC[C@@H](NS(=O)(=O)Cc2ccccc2)[C@H](CO)O1)C1CCC1 the results were BioA inh -2.3 and TcdB GH inh 0.5.
For CCCNC(=O)N1[C@H](C#N)[C@H](c2ccccc2)[C@H]1CO the results were BioA inh -1.0 and TcdB GH inh -1.2.
For C[C@@H]1CN([C@@H](C)CO)C(=O)Cc2cc(NC(=O)CCC(F)(F)F)ccc2O[C@H]1CN(C)C(=O)NC1CCCCC1 the results were BioA inh 0.7 and TcdB GH inh 0.8.
For C[C@H]1CN([C@@H](C)CO)C(=O)c2cc(NC(=O)Nc3cccc4ccccc34)ccc2O[C@@H]1CN(C)S(C)(=O)=O the results were BioA inh 2.6 and TcdB GH inh 0.9.
For CCC(=O)N[C@@H]1CC[C@@H](CC(=O)NCc2ccccc2OC)O[C@@H]1CO the results were BioA inh 2.3 and TcdB GH inh 0.6.
`CCC(=O)N1C[C@H](O)COC[C@@H]2O[C@H](CC(=O)NCC3CCCCC3)CC[C@H]21` gave BioA inh -1.1 and TcdB GH inh 0.0.
`COc1ccc(CN(C)C[C@H]2Oc3ccc(NC(=O)Nc4ccc5c(c4)OCO5)cc3CC(=O)N([C@H](C)CO)C[C@H]2C)cc1` gave BioA inh -1.7 and TcdB GH inh -0.2.
Screening O=C(N[C@@H]1CC[C@@H](CCn2cc(C3CCCCC3)nn2)O[C@H]1CO)c1cccnc1 returned BioA inh 4.9 and TcdB GH inh -0.1.
Screening COc1ccccc1S(=O)(=O)N(C)C[C@@H]1OCc2ccccc2-c2ccccc2C(=O)N([C@H](C)CO)C[C@@H]1C returned BioA inh 0.6 and TcdB GH inh 1.0.
O=C(NCC[C@H]1CC[C@H](NC(=O)C2CC2)[C@H](CO)O1)Nc1ccc(Cl)cc1 was read as BioA inh 2.7 and TcdB GH inh -0.1.
